NSD2 inh: inhibitors of human NSD2, primary screen, biochemical, plate reader, single point; inhibition, % at 12.5 µM; AID 624260, 2012; 0.07% of 44,000 active; NSD2-SET H3K36me1 DELFIA fluorescence; in the data active = inhibition above about 54%, passing the limit was not always enough; inconclusive = no clear call, values can overlap the other calls;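 note: inhibitors reduce the monomethyl H3K36 fluorescence signal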
Target sequence (O96028 whole entry, looked up): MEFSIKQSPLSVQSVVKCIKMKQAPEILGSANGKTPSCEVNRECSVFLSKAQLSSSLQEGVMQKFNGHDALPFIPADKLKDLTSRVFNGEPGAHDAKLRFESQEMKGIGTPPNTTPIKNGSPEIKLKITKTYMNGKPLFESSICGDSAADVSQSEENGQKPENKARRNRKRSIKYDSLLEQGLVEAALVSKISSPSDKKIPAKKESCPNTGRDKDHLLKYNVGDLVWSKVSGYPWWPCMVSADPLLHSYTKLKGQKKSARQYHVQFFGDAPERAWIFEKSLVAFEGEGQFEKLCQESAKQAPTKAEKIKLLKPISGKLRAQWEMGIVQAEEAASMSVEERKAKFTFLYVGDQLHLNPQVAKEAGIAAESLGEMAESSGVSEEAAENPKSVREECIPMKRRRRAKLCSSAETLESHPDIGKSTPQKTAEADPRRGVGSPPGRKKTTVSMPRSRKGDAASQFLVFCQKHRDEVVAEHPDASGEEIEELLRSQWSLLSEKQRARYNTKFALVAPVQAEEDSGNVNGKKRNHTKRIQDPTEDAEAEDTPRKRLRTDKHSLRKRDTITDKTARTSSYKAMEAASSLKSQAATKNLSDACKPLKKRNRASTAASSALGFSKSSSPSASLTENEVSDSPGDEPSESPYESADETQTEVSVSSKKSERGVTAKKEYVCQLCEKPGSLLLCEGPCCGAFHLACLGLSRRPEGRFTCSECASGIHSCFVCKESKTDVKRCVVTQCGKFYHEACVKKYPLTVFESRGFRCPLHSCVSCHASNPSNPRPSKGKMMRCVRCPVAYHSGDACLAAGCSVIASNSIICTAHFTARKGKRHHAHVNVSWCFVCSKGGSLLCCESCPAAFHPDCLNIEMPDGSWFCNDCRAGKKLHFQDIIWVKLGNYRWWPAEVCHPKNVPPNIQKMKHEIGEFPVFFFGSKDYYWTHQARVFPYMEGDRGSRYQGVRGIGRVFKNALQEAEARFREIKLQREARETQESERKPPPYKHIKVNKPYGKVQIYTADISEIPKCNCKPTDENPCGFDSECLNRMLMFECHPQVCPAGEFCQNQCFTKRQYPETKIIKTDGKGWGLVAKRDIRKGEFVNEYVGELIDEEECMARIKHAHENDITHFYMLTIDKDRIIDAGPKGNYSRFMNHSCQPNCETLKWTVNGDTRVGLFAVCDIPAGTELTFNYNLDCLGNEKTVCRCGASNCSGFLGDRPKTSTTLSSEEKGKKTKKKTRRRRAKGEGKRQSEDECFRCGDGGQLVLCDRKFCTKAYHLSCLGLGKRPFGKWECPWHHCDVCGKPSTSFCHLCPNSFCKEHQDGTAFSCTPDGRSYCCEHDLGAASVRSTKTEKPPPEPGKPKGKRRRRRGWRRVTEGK
* marks the source's active call; other numbers are inactive results; ? = inconclusive. These rows are one share of the data; count on the stated rates, not on these rows.

structure,NSD2 inh
COCC(=O)N(C)C[C@H]1Oc2ncc(C#CC3(O)CCCC3)cc2C(=O)N([C@@H](C)CO)C[C@@H]1C,3
CC(C)NC(=O)Nc1ccc2c(c1)C(=O)N([C@H](C)CO)C[C@H](C)[C@H](CN(C)C(=O)NC(C)C)O2,0
C[C@H](O)C#Cc1cnc2c(c1)C(=O)N([C@@H](C)CO)C[C@@H](C)[C@@H](CN(C)Cc1cccc(C(=O)O)c1)O2,2
CCCOc1ccc2oc(=O)c3c(c2c1)CCCN3C(=O)CN(C)c1ccc(C)cc1,3
CCC(=O)N(C)C[C@H]1Oc2cc(-c3ccccc3F)ccc2S(=O)(=O)N([C@@H](C)CO)C[C@@H]1C,1
C[C@@H]1CN([C@H](C)CO)C(=O)c2cc(/C=C/c3ccccc3)cnc2O[C@@H]1CN(C)Cc1ccccc1F,-4
C=CCN1Cc2ccccc2C[C@@]2(COC(c3ccc(OCCCO)cc3)=N2)C1=O,-3
C[C@@H]1CN([C@H](C)CO)C(=O)Cc2cc(NC(=O)CCN3CCOCC3)ccc2O[C@H]1CN(C)C(=O)Nc1ccc2c(c1)OCO2,-3
Cc1ccccc1-c1cnc2c(c1)C(=O)N([C@@H](C)CO)C[C@@H](C)[C@H](CN(C)C(=O)c1ccncc1)O2,0
C[C@H](CO)N1C[C@H](C)[C@H](CN(C)C(=O)Nc2ccc3c(c2)OCO3)Oc2ccc(NC(=O)Nc3cccc4ccccc34)cc2C1=O,-8
COc1cccc(C#Cc2cnc3c(c2)C(=O)N([C@@H](C)CO)C[C@@H](C)[C@H](CN(C)C(=O)C2CCOCC2)O3)c1,6
CO[C@H](CN(C)Cc1cc(F)ccc1F)[C@H](C)CN([C@H](C)CO)S(=O)(=O)c1ccc(F)cc1,-5
C[C@H](CO)N1C[C@H](C)[C@H](CN(C)C)Oc2c(NC(=O)c3ccc(-c4nccs4)cc3)cccc2C1=O,-2
C[C@H]1CN([C@@H](C)CO)C(=O)c2cccc(NS(=O)(=O)c3cn(C)cn3)c2O[C@@H]1CN(C)Cc1ccc(-c2ccccc2)cc1,6
C[C@@H]1CN([C@H](C)CO)S(=O)(=O)c2ccc(-c3ccc(C(=O)N(C)C)cc3)cc2O[C@@H]1CN(C)C(=O)Cc1ccccn1,15
Cc1noc(C)c1NC(=O)Nc1ccc2c(c1)CC(=O)N([C@H](C)CO)C[C@@H](C)[C@H](CN(C)Cc1ccc(Cl)c(Cl)c1)O2,-4
C[C@H]1CN([C@@H](C)CO)S(=O)(=O)c2ccc(C#Cc3ccccc3F)cc2O[C@H]1CN(C)CC1CCOCC1,-4
O=C(CCCCCCC(=O)Nc1ccccc1O)N/N=C/c1ccc2c(c1)OCCO2,-4
Cc1cccc(S(=O)(=O)N(C)C[C@H]2OCc3cnnn3CCCC(=O)N([C@@H](C)CO)C[C@@H]2C)c1,4
C[C@@H]1CN([C@@H](C)CO)C(=O)Cc2cc(NC(=O)Nc3ccc(F)cc3)ccc2O[C@H]1CN(C)Cc1ccc(Oc2ccccc2)cc1,-6
C[C@H](CO)N1C[C@H](C)[C@H](CN(C)S(=O)(=O)c2cccs2)OCc2ccccc2-c2ccccc2C1=O,-3
Cc1noc(C)c1NC(=O)Nc1cccc2c1O[C@@H](CN(C)C(=O)Nc1c(C)noc1C)[C@@H](C)CN([C@@H](C)CO)C2=O,7
C[C@H](CO)N1C[C@H](C)[C@@H](CN(C)S(=O)(=O)c2cccs2)Oc2ccc(NC(=O)Nc3cccc4ccccc34)cc2CC1=O,2
CNC[C@@H]1Oc2ccc(NC(=O)NC3CCCCC3)cc2C(=O)N([C@H](C)CO)C[C@H]1C,-17
CC(C)NC(=O)N(C)C[C@H]1Oc2ccc(NC(=O)CCCN(C)C)cc2C(=O)N([C@@H](C)CO)C[C@H]1C,10
COc1ccc(CN(C)C[C@H]2Oc3c(NC(=O)Nc4ccc(F)cc4)cccc3C(=O)N([C@@H](C)CO)C[C@H]2C)cc1,-4
CC(C)NC(=O)N(C)C[C@H]1OCCCC[C@@H](C)Oc2ccc(NC(=O)c3ccccc3)cc2C(=O)N([C@@H](C)CO)C[C@H]1C,0
C[C@@H]1CN([C@H](C)CO)C(=O)c2cccc(NC(=O)C3CC3)c2O[C@@H]1CN(C)Cc1ccccc1,2
COc1ccc(S(=O)(=O)N(C)C[C@H]2Oc3c(NC(=O)c4cnccn4)cccc3C(=O)N([C@H](C)CO)C[C@H]2C)cc1,-12
C[C@@H]1CN([C@H](C)CO)C(=O)c2cccc(NS(=O)(=O)c3ccc(Cl)cc3)c2O[C@H]1CN(C)C(=O)Nc1ccccc1,0
C/C=C/c1cnc2c(c1)C(=O)N([C@H](C)CO)C[C@@H](C)[C@@H](CN(C)S(=O)(=O)c1ccc(OC)cc1)O2,-1
C[C@H](CO)N1C[C@H](C)[C@H](CN(C)Cc2ccc(Cl)c(Cl)c2)Oc2ccc(NC(=O)C3CC3)cc2C1=O,0
C[C@H](CO)N1C[C@H](C)[C@H](CN(C)Cc2ccc(C(=O)O)cc2)Oc2ccc(NS(=O)(=O)c3ccc(Cl)cc3)cc2C1=O,-6
C[C@@H]1CN([C@H](C)CO)S(=O)(=O)c2ccc(C#CC(C)(C)O)cc2O[C@@H]1CN(C)Cc1ccncc1,?
COc1ccc2c(c1)OC(C(=O)c1ccccc1)C2=O (stereo not given),3
C[C@H]1CCCCO[C@H](CN(C)C(=O)CCCN(C)C)[C@@H](C)CN([C@@H](C)CO)C(=O)c2cc(NC(=O)Nc3ccc4c(c3)OCO4)ccc2O1,2
C[C@H]1CN([C@@H](C)CO)C(=O)c2cc(-c3ccc(C#N)cc3)cnc2O[C@@H]1CN(C)C(=O)Nc1ccc(F)cc1,5
C[C@H]1CN([C@@H](C)CO)C(=O)CCCn2cc(nn2)CO[C@H]1CN(C)C,4
C[C@H](CO)N1C[C@H](C)[C@@H](CN(C)C(=O)CCC(F)(F)F)OCCCC[C@H](C)Oc2ccc(NC(=O)Cc3ccccc3)cc2C1=O,-2
O=C(C[C@H]1C[C@@H]2c3cc(NC(=O)CC4CC4)ccc3O[C@@H]2[C@@H](CO)O1)NCC1CC1,4
C[C@H]1CN([C@@H](C)CO)C(=O)c2cc(Br)cnc2O[C@H]1CN(C)S(=O)(=O)c1ccc(F)cc1,19
Cc1noc(C)c1NC(=O)Nc1ccc2c(c1)C(=O)N([C@@H](C)CO)C[C@H](C)[C@@H](CN(C)S(=O)(=O)c1cn(C)cn1)O2,3
Cc1ccc(S(=O)(=O)Nc2ccc3c(c2)C(=O)N([C@@H](C)CO)C[C@@H](C)[C@H](CN(C)C(=O)c2ccncc2)OCCCC[C@H](C)O3)cc1,3
C[C@H](CO)N1C[C@H](C)[C@@H](CN(C)Cc2ccc(Oc3ccccc3)cc2)Oc2ccc(NC(=O)Cc3cn(C)c4ccccc34)cc2CC1=O,7
C[C@@H]1CCCCO[C@H](CN(C)Cc2ccc(C(=O)O)cc2)[C@@H](C)CN([C@H](C)CO)C(=O)c2cc(NC(=O)Nc3ccc(F)cc3)ccc2O1,0
Cc1c(CC(C)(C)C(=O)O)n(Cc2ccc(Cl)cc2)c2ccc(F)cc12,-11
COC(=O)CCCCCCC(=O)N/N=C/c1ccc(Sc2nnc(C)n2C)o1,-6
C[C@@H]1CN([C@H](C)CO)C(=O)c2cc(NC(=O)c3ccncc3)ccc2O[C@@H]1CN(C)C(=O)NC1CCCCC1,3
Cc1noc(C)c1S(=O)(=O)Nc1ccc2c(c1)C(=O)N([C@@H](C)CO)C[C@H](C)[C@@H](CN(C)C(=O)c1ccncc1)OCCCC[C@H](C)O2,-2
CO[C@H](CN(C)Cc1cc(F)ccc1F)[C@H](C)CN(C(=O)Nc1ccc(C(F)(F)F)cc1)[C@H](C)CO,-11

More compounds:
structure,NSD2 inh
C[C@H](CO)N1C[C@H](C)[C@@H](CN(C)C(=O)Nc2ccc(C(F)(F)F)cc2)Oc2ccc(NS(=O)(=O)c3ccccc3)cc2CC1=O,1
C[C@@H]1CN([C@H](C)CO)C(=O)c2cc(C#Cc3ccccc3F)cnc2O[C@H]1CN(C)C(=O)C1CCC1,4
CC(C)CC1C(=O)N2CCC[C@H]2C2(O)O[C@](NC(=O)C3C=C4c5cccc6[nH]c(Br)c(c56)C[C@H]4N(C)C3)(C(C)C)C(=O)N12 (stereo not given in full),3
CC(C)NC(=O)N(C)C[C@@H]1Oc2ncc(C#Cc3ccccc3F)cc2C(=O)N([C@H](C)CO)C[C@H]1C,5
CCC(=O)N(C)C[C@H]1Oc2cc(C#CCOC)ccc2S(=O)(=O)N([C@@H](C)CO)C[C@@H]1C,-5
CC(C)NC(=O)Nc1ccc2c(c1)C(=O)N([C@H](C)CO)C[C@H](C)[C@H](CN(C)S(=O)(=O)c1ccc(Cl)cc1)OCCCC[C@@H](C)O2,-6
COc1ccc(S(=O)(=O)N(C)C[C@H]2OCCCC[C@@H](C)Oc3ccc(NS(=O)(=O)c4c(C)noc4C)cc3C(=O)N([C@H](C)CO)C[C@H]2C)cc1,-5
C[C@@H]1CCCCO[C@H](CN(C)C(=O)Nc2ccc3c(c2)OCO3)[C@H](C)CN([C@H](C)CO)C(=O)c2cc(NS(=O)(=O)c3ccc(F)cc3)ccc2O1,-7
Cc1noc(C)c1NC(=O)N(C)C[C@@H]1Oc2ccc(NC(=O)C3CCCCC3)cc2CC(=O)N([C@H](C)CO)C[C@H]1C,2
CCOC(=O)NC1c2ccccc2Sc2ccc(Cl)cc21 (stereo not given),1
CCCC(O)C#Cc1cnc2c(c1)C(=O)N([C@H](C)CO)C[C@H](C)[C@H](CN(C)S(=O)(=O)c1cccc(F)c1)O2 (stereo not given in full),4
C[C@H](CO)N1C[C@H](C)[C@H](CN(C)C(=O)NC2CCCCC2)OCCCC[C@H](C)Oc2ccc(NC(=O)Nc3ccc4c(c3)OCO4)cc2C1=O,-1
COCCOC(=O)N1C(=O)[C@@]2(c3cc(C#Cc4ccc(OC)cc4)ccc31)[C@H](C(=O)N1CCc3cc(OC)c(OC)cc3C1)[C@H]1C(=O)O[C@H](c3ccccc3)[C@H](c3ccccc3)N1[C@@H]2c1ccccc1OCCO,-1
COc1ccc(CN(C)C[C@H]2Oc3ccc(NS(=O)(=O)c4ccc(OC)cc4)cc3C(=O)N([C@H](C)CO)C[C@@H]2C)cc1,2
C[C@@H]1CN([C@H](C)CO)C(=O)Cc2cc(NS(=O)(=O)c3ccc(Cl)cc3)ccc2O[C@@H]1CN(C)C(=O)Nc1cccc2ccccc12,-9
CC1(C)C=Cc2c(c(CCO)c3occ(-c4ccc(O)c(O)c4)c(=O)c3c2O)O1,14
C[C@@H]1CN([C@@H](C)CO)C(=O)c2cc(NC(=O)C3CC3)ccc2O[C@H]1CN(C)Cc1ccncc1,-4
Cc1ccc(S(=O)(=O)N(C)C[C@@H]2Oc3ccc(NC(=O)Nc4ccc5c(c4)OCO5)cc3C(=O)N([C@@H](C)CO)C[C@H]2C)cc1,-9
C[C@@H]1CN([C@H](C)CO)C(=O)c2cc(NC(=O)CCC(F)(F)F)ccc2O[C@H]1CN(C)C(=O)NC1CCCCC1,-1
CC(=O)OCC1=CCCC2[C@@]1(C)CC[C@@H](C)[C@]2(C)CCC(C)CC(=O)O (stereo not given in full),-3
O=C(C[C@@H]1C[C@H]2c3cc(NC(=O)Nc4ccccc4F)ccc3O[C@H]2[C@H](CO)O1)NCC1CC1,-1
Cc1noc(C)c1NC(=O)Nc1ccc2c(c1)C(=O)N([C@@H](C)CO)C[C@@H](C)[C@H](CN(C)S(C)(=O)=O)O2,0
CCOC(=O)c1cc(-c2ccccc2)n(CCNC(=O)OC(C)(C)C)c1C,2
C[C@@H](NC(=O)C[C@@H]1C[C@@H]2c3cc(NC(=O)C4CCC4)ccc3O[C@@H]2[C@@H](CO)O1)c1ccccc1,4
CC1CC(=O)C2=C(CCC34OC23C(=O)c2cccc(O)c2C4O)C1 (stereo not given),3

Part of the list above in order of number of heavy atoms, rising.
structure,NSD2 inh
Cc1cccc(S(=O)(=O)N(C)C[C@H]2OCc3cnnn3CCCC(=O)N([C@@H](C)CO)C[C@@H]2C)c1,4
C[C@@H]1CN([C@H](C)CO)C(=O)c2cc(NC(=O)c3ccncc3)ccc2O[C@@H]1CN(C)C(=O)NC1CCCCC1,3
COc1ccc(CN(C)C[C@H]2Oc3c(NC(=O)Nc4ccc(F)cc4)cccc3C(=O)N([C@@H](C)CO)C[C@H]2C)cc1,-4
Cc1noc(C)c1NC(=O)Nc1ccc2c(c1)CC(=O)N([C@H](C)CO)C[C@@H](C)[C@H](CN(C)Cc1ccc(Cl)c(Cl)c1)O2,-4
C[C@@H]1CCCCO[C@H](CN(C)Cc2ccc(C(=O)O)cc2)[C@@H](C)CN([C@H](C)CO)C(=O)c2cc(NC(=O)Nc3ccc(F)cc3)ccc2O1,0

Additional compounds.
structure,NSD2 inh
C[C@@H]1CN([C@@H](C)CO)C(=O)c2cc(-c3cncnc3)cnc2O[C@H]1CN(C)C(=O)Nc1ccc2c(c1)OCO2,16
Cc1cc(C(=O)Nc2cccc3c2O[C@H](CN(C)CC2CC2)[C@@H](C)CN([C@@H](C)CO)C3=O)n(C)n1,1
COCC(=O)N(C)C[C@H]1Oc2ncc(C#Cc3cccnc3)cc2C(=O)N([C@@H](C)CO)C[C@H]1C,7
O=C(C[C@@H]1C[C@H]2c3cc(NC(=O)C4CCC4)ccc3O[C@H]2[C@H](CO)O1)NCC1CC1,4
C[C@@H]1CN([C@@H](C)CO)C(=O)Cc2cc(NC(=O)Nc3ccccc3)ccc2O[C@@H]1CN(C)Cc1ccc2c(c1)OCO2,-5

Given with values ahead of the structure: entries from further up.
NSD2 inh	molecule
7	COCC(=O)N(C)C[C@H]1Oc2ncc(C#Cc3cccnc3)cc2C(=O)N([C@@H](C)CO)C[C@H]1C
16	C[C@@H]1CN([C@@H](C)CO)C(=O)c2cc(-c3cncnc3)cnc2O[C@H]1CN(C)C(=O)Nc1ccc2c(c1)OCO2

Screens as filed in PubChem.
